T cell modulator – modulators of CD8 T cell-vesicle binding, primary screen, mouse 2C CD8+ T cells, flow cytometry. calls only at 7 µM. 2C CD8+ T cell-vesicle binding; active compounds read low. hit rate 0.068% among 330,000;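 active = response, share of CD8 T cells binding vesicles, and their 90th percentile fluorescence all below set limits, cut at about 80% in these data, passing the limit was not always enough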
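System: murine 2C transgenic CD8+ T lymphocytes; also added: QL9-loaded Drosophila micro-vesicles; times: binding 1.5 h at 37 °C; measured by: flow cytometry, PE anti-B7-1 (FL2) versus Alexa647 anti-CD8 (FL8), PFA-fixed; control set: Peptide-free naked vesicles (low) and QL9 vesicles with 0.7% DMSO vehicle (high)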
GPR55 activation – GPR55 agonists via beta-arrestin recruitment, primary screen, imaging, U2OS cells, beta-arrestin-GFP redistribution (AID 1961). G-protein coupled receptor 55 (Homo sapiens). U2OS GPR55 beta-arrestin-GFP redistribution imaging; higher % means a stronger effect. activation, % at 10 µM, or EC50 in µM where a hit was titrated. hit rate 0.048% among 290,000;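 active = activation above 40% with more than 50 cells counted in the well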;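 note: U2OS osteosarcoma cells stably expressing GPR55 and beta-arrestin-GFP; plate controls were DMSO negative control for no effect and LPI positive control for full effect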
GPR35 antagonists – GPR35 antagonists blocking zaprinast-driven arrestin recruitment, primary screen, imaging, U2OS, beta-arrestin-GFP, zaprinast agonist (AID 2058); U2OS GPR35 beta-arrestin-GFP translocation imaging, zaprinast antagonism; higher % means a stronger effect; inhibition, % at 10 µM; hits with a dose series show IC50 in µM; hit rate 0.052% among 290,000;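 active = inhibition of at least 50% with at least 30 cells and total cytoplasm GFP at most 10,000,000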
Rac1 GTP hydrolysis – MgcRacGAP GTPase-activating activity inhibitors, confirmation, biochemical, ADP Hunter fluorescence; Rac GTPase-activating protein 1 (Homo sapiens); MgcRacGAP-stimulated Rac1 GTP hydrolysis, ADP Hunter fluorescence; higher % means a stronger effect; GST-tagged Rac1 F28L mutant substrate; hit rate 0.6% among 340,000; AID 624330, 2012; inhibition, % at 30 µM; hits with a dose series show IC50 in µM;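 active = first-screen hits whose inhibition reached a set limit at any dose in the follow-up dose series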;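 note: fluorescence reports GDP produced by GAP-driven GTP hydrolysis; strong numbers were not always called active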
NTR1 agonist – agonists of NTR1, primary screen, imaging, U2OS cells, beta-arrestin-GFP, high content (AID 493036); activation, % at 20 µM; hit rate 0.17% among 330,000; NTR1-U2OS beta-arrestin-GFP spot imaging, agonist mode;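 active = activation at or above 40% of the spot to cytoplasm intensity ratio, with at least 20 cells analyzed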;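 note: 0% = DMSO without peptide and 100% = 100 nM NTR1 peptide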
Target sequence (P30989 whole entry, looked up): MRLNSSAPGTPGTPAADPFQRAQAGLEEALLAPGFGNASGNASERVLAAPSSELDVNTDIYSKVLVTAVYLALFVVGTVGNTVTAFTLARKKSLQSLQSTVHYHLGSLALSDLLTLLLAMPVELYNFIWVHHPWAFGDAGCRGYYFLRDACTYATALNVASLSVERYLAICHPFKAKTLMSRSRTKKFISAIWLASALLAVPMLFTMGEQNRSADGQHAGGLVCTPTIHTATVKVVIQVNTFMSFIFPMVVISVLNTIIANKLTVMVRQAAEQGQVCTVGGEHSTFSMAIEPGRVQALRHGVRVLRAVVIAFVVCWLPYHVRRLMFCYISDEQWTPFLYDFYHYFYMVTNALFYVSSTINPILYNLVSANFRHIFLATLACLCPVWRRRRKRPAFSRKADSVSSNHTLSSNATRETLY
Lipid droplet – inhibitors of hepatocyte lipid droplet formation, primary screen, imaging, high-throughput imaging, BODIPY stain; AML12 mouse hepatocytes, oleate lipid droplets; inhibition, % at 6.5 µM; hit rate 0.4% among 240,000; AID 1656, 2009;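 active = lipid droplet intensity inhibited by at least 50%, with more than 500 cells counted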
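Material – mouse AML12 hepatocyte cell line, fixed after treatment · Compound dosing – one dose, 6.5 µM compound · Times – compound with oleate, overnight · Measured by – Image-based BODIPY and DAPI two-channel analysis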
GPR55 antagonists – GPR55 antagonists blocking LPI-driven arrestin recruitment, primary screen, imaging, U2OS, beta-arrestin-GFP, LPI agonist (AID 2013) | G-protein coupled receptor 55 (Homo sapiens) | U2OS GPR55 beta-arrestin-GFP translocation imaging, LPI antagonism; higher % means a stronger effect | inhibition, % at 10 µM; hits with a dose series show IC50 in µM | hit rate 0.13% among 290,000;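 active = spots per cell inhibited over 60%, with over 100 cells counted and total cytoplasm intensity under 500,000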;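 note: U2OS cells stably carrying GPR55 and arrestin-GFP stimulated by 5 µM LPI near EC80; imaged beta-arrestin-GFP aggregate spots per cell after agonist stimulation; plate controls were LPI-stimulated DMSO wells for no effect and DMSO wells without LPI for full effect; some results filed as inactive read as strong as hits; confirmed hits need IC50 under 10 µM and bright autofluorescent wells are also inconclusive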
SV40 large T antigen – SV40 large T antigen inhibitors, biochemical (AID 1903). SV40 large T antigen ATPase/helicase inhibition assay; higher % means a stronger effect. inhibition, % at 20 µM, or IC50 in µM where a hit was titrated. hit rate 0.39% among 310,000; in the data active = a potency from the dose series; note: strong numbers were not always called active
LYP inhibition – inhibitors of LYP phosphatase, biochemical, fluorescence intensity, uHTS (AID 1779) | Tyrosine-protein phosphatase non-receptor type 22 (Homo sapiens) | recombinant LYP phosphatase, fluorescence intensity; higher % means a stronger effect | inhibition, % at 11.5 µM, or IC50 in µM where a hit was titrated | hit rate 0.054% among 290,000; in the data active = inhibition above about 50%;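 note: plate controls were vehicle with enzyme for no effect and no enzyme for full effect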
Lipid droplet cells 6.5 µM – further read-out of Lipid droplet, marked with its call; cell count; measured here: cell count, cytotoxicity flag;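 cells counted across two imaged fields per well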
T cell modulator vesicle-bound % – second read-out of T cell modulator, no call of its own (marks repeat the call); double positive events, %; measured here: CD8+ vesicle-bound cell fraction;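 binding gate set so that unloaded-vesicle control wells show 10% double positive cells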
NTR1 agonist cell count 20 µM – second read-out of NTR1 agonist, no call of its own (marks repeat the call); cell count; measured here: cell count, cytotoxicity flag
Numbers without * were called inactive.

COc1cc2c(cc1OC)C(C)N(S(=O)(=O)c1cn(C)cn1)CC2 (stereo not given) was read as T cell modulator inactive, GPR55 activation -0.4%, GPR35 antagonists 18.8%, NTR1 agonist -0.4, Lipid droplet 7.2, GPR55 antagonists -6.6%, SV40 large T antigen 5.4%, LYP inhibition -7.4%, Lipid droplet cells 6.5 µM 790, T cell modulator vesicle-bound % 41.8 and NTR1 agonist cell count 20 µM 39.
Screening COc1cc(CC(=O)OCC(=O)N2CCCCC2C)cc(OC)c1OC (stereo not given) returned T cell modulator inactive, GPR55 activation -0.1%, GPR35 antagonists 4.0%, Rac1 GTP hydrolysis 6.1%, NTR1 agonist -1.4, Lipid droplet 11.1, GPR55 antagonists -3.9%, SV40 large T antigen 5.0%, LYP inhibition -11.6%, Lipid droplet cells 6.5 µM 846, T cell modulator vesicle-bound % 49.6 and NTR1 agonist cell count 20 µM 42.
N#Cc1c(N)n[nH]c1-c1cc2c([nH]1)CCCC2 was read as T cell modulator inactive, GPR55 activation -0.2%, GPR35 antagonists 4.2%, Rac1 GTP hydrolysis 19.3%, NTR1 agonist -1.0, Lipid droplet -23.9, GPR55 antagonists -2.1%, SV40 large T antigen 1.9%, LYP inhibition -7.7%, Lipid droplet cells 6.5 µM 751, T cell modulator vesicle-bound % 22.4 and NTR1 agonist cell count 20 µM 54.
`COC(=O)c1ccc(C(=O)OC)c(NC(=S)N2CCN(C)CC2)c1` gave T cell modulator inactive, GPR55 activation -0.1%, GPR35 antagonists -3.2%, Rac1 GTP hydrolysis 3.0%, NTR1 agonist 0.1, Lipid droplet -8.1, GPR55 antagonists 9.7%, SV40 large T antigen 5.0%, LYP inhibition -5.9%, Lipid droplet cells 6.5 µM 615, T cell modulator vesicle-bound % 55.0 and NTR1 agonist cell count 20 µM 66.
For CCN(CC)c1ccc(NC(=O)CN2CCN(c3ccc(F)cc3)CC2)cc1 the results were T cell modulator inactive, GPR55 activation 0.3%, GPR35 antagonists 7.4%, Rac1 GTP hydrolysis 4.9%, NTR1 agonist -3.6, GPR55 antagonists 0.3%, SV40 large T antigen 22.8%, LYP inhibition -0.8%, T cell modulator vesicle-bound % 14.9 and NTR1 agonist cell count 20 µM 82.
Screening CCN(CC)CCCNC(=O)c1cc(-c2ccc(Cl)c(Cl)c2)on1 returned T cell modulator inactive, GPR55 activation 0.0%, GPR35 antagonists 25.0%, Rac1 GTP hydrolysis 3.6%, NTR1 agonist 0.2, GPR55 antagonists 27.0%, SV40 large T antigen -3.4%, LYP inhibition -4.9%, T cell modulator vesicle-bound % 54.8 and NTR1 agonist cell count 20 µM 45.
CCN(CCCNC(=O)CNC(=O)Cn1cnc2ccccc2c1=O)c1cccc(C)c1 was read as T cell modulator inactive, GPR55 activation -0.1%, GPR35 antagonists -12.5%, Rac1 GTP hydrolysis 6.0%, NTR1 agonist 0.5, Lipid droplet -0.1, GPR55 antagonists -5.0%, SV40 large T antigen 10.4%, LYP inhibition -0.7%, Lipid droplet cells 6.5 µM 750, T cell modulator vesicle-bound % 38.9 and NTR1 agonist cell count 20 µM 66.
O=C(c1cc2cc([N+](=O)[O-])ccc2s1)N1CCCCC1 was read as T cell modulator inactive, GPR55 activation -0.3%, GPR35 antagonists 2.2%, Rac1 GTP hydrolysis 6.0%, NTR1 agonist -0.2, Lipid droplet 3.8, GPR55 antagonists -2.6%, SV40 large T antigen 9.8%, LYP inhibition -2.8%, Lipid droplet cells 6.5 µM 661, T cell modulator vesicle-bound % 42.0 and NTR1 agonist cell count 20 µM 37.
CC1(C)CC2CC(C)(CN2C(=O)COC(=O)c2ccc(Cl)c(N)c2)C1 (stereo not given) was read as T cell modulator inactive, GPR55 activation -0.1%, GPR35 antagonists -7.4%, Rac1 GTP hydrolysis 2.8%, NTR1 agonist 3.4, GPR55 antagonists 10.4%, SV40 large T antigen 8.7%, LYP inhibition -7.1%, T cell modulator vesicle-bound % 57.9 and NTR1 agonist cell count 20 µM 59.
`Cc1cc(C)cc(N(C(C)C(=O)NC2CCCC2)S(C)(=O)=O)c1` (stereo not given) gave T cell modulator inactive, GPR55 activation 0.2%, GPR35 antagonists 1.8%, Rac1 GTP hydrolysis 2.9%, NTR1 agonist 1.9, Lipid droplet 1.3, GPR55 antagonists 6.0%, SV40 large T antigen 8.6%, LYP inhibition -5.7%, Lipid droplet cells 6.5 µM 785, T cell modulator vesicle-bound % 15.7 and NTR1 agonist cell count 20 µM 76.
Screening O=[N+]([O-])c1ccc(/C=N/Nc2nc(N3CCCCC3)nc(N3CCCCC3)n2)o1 returned T cell modulator inactive, GPR55 activation -0.2%, GPR35 antagonists -15.7%, Rac1 GTP hydrolysis 4.8%, NTR1 agonist 8.3, Lipid droplet 14.9, GPR55 antagonists -2.1%, SV40 large T antigen 0.5%, LYP inhibition 15.4%, Lipid droplet cells 6.5 µM 723, T cell modulator vesicle-bound % 54.5 and NTR1 agonist cell count 20 µM 72.
For Cc1ccccc1NC(=O)C(=O)NNC(=O)COc1ccc2ccccc2c1 the results were T cell modulator inactive, GPR55 activation -0.2%, GPR35 antagonists 9.7%, Rac1 GTP hydrolysis 6.8%, NTR1 agonist 3.0, Lipid droplet 4.3, GPR55 antagonists 4.1%, SV40 large T antigen 5.5%, LYP inhibition -2.8%, Lipid droplet cells 6.5 µM 523, T cell modulator vesicle-bound % 9.6 and NTR1 agonist cell count 20 µM 42.
`COc1ccc(Br)cc1/C=N/NC(=O)c1ccco1` gave T cell modulator inactive, GPR55 activation 0.6%, GPR35 antagonists -1.1%, Rac1 GTP hydrolysis 6.9%, NTR1 agonist -0.3, Lipid droplet 0.1, GPR55 antagonists 0.6%, SV40 large T antigen 4.5%, LYP inhibition -0.8%, Lipid droplet cells 6.5 µM 651, T cell modulator vesicle-bound % 45.0 and NTR1 agonist cell count 20 µM 95.
Screening COc1ccc(C)cc1NC(=O)CC(NC(C)=O)c1ccccc1 (stereo not given) returned T cell modulator inactive, GPR55 activation 0.0%, GPR35 antagonists 9.0%, Rac1 GTP hydrolysis 5.4%, NTR1 agonist 1.0, Lipid droplet -17.2, GPR55 antagonists 10.6%, SV40 large T antigen 7.3%, LYP inhibition -9.0%, Lipid droplet cells 6.5 µM 653, T cell modulator vesicle-bound % 13.1 and NTR1 agonist cell count 20 µM 45.
For O=C(O)CCSc1nc2ccccc2n1-c1ccccc1 the results were T cell modulator inactive, GPR55 activation -0.1%, GPR35 antagonists 4.5%, Rac1 GTP hydrolysis 4.9%, NTR1 agonist 1.9, GPR55 antagonists 4.2%, SV40 large T antigen 11.7%, LYP inhibition -5.7%, T cell modulator vesicle-bound % 62.1 and NTR1 agonist cell count 20 µM 71.
Screening COc1ccc(C(=O)C2CCCN(Cc3cnc(N4CCOCC4)s3)C2)c(OC)c1 (stereo not given) returned T cell modulator inactive, GPR55 activation -0.2%, GPR35 antagonists 14.2%, Rac1 GTP hydrolysis 6.7%, NTR1 agonist 0.1, Lipid droplet -11.0, GPR55 antagonists 3.8%, SV40 large T antigen -5.5%, LYP inhibition -5.2%, Lipid droplet cells 6.5 µM 742, T cell modulator vesicle-bound % 48.8 and NTR1 agonist cell count 20 µM 70.
COc1cccc(NC(=O)CN(C)C(=O)CNC(=O)c2ccccc2F)c1 was read as T cell modulator inactive, GPR55 activation 0.0%, GPR35 antagonists 9.1%, Rac1 GTP hydrolysis 8.5%, NTR1 agonist 1.5, Lipid droplet 25.2, GPR55 antagonists 2.7%, SV40 large T antigen 7.8%, LYP inhibition -6.6%, Lipid droplet cells 6.5 µM 850, T cell modulator vesicle-bound % 12.9 and NTR1 agonist cell count 20 µM 44.
Screening CC1CN(C2=N/C(=C/c3ccc4c(c3)OCO4)C(=O)N2)CC(C)O1 (stereo not given) returned T cell modulator inactive, GPR55 activation -0.2%, GPR35 antagonists -3.4%, Rac1 GTP hydrolysis 5.9%, NTR1 agonist 0.0, Lipid droplet -1.6, GPR55 antagonists -6.3%, SV40 large T antigen 7.0%, LYP inhibition -4.0%, Lipid droplet cells 6.5 µM 686, T cell modulator vesicle-bound % 50.4 and NTR1 agonist cell count 20 µM 59.
CC1CC(=S)Nc2ccccc2N1Cc1ccccc1 (stereo not given) was read as T cell modulator inactive, GPR55 activation -0.2%, GPR35 antagonists 11.2%, Rac1 GTP hydrolysis 10.1%, NTR1 agonist -0.8, Lipid droplet 1.9, GPR55 antagonists 12.8%, SV40 large T antigen 11.1%, LYP inhibition -1.9%, Lipid droplet cells 6.5 µM 657, T cell modulator vesicle-bound % 33.8 and NTR1 agonist cell count 20 µM 29.
`COc1ccc(/C=N/NC(=O)Cn2cnc3c2c(=O)n(C)c(=O)n3C)cc1` gave T cell modulator inactive, GPR55 activation 0.0%, GPR35 antagonists 16.0%, Rac1 GTP hydrolysis 4.0%, NTR1 agonist -1.2, Lipid droplet -5.2, GPR55 antagonists 4.3%, SV40 large T antigen 9.5%, LYP inhibition -5.3%, Lipid droplet cells 6.5 µM 800, T cell modulator vesicle-bound % 40.7 and NTR1 agonist cell count 20 µM 65.
For COc1ccc(CC(=O)NCc2n[nH]c(=S)n2-c2ccc(Br)cc2)cc1 the results were T cell modulator inactive, GPR55 activation -0.6%, GPR35 antagonists -16.1%, Rac1 GTP hydrolysis -0.1%, NTR1 agonist 2.0, Lipid droplet 8.5, GPR55 antagonists 14.3%, SV40 large T antigen 15.2%, LYP inhibition -9.7%, Lipid droplet cells 6.5 µM 693, T cell modulator vesicle-bound % 42.6 and NTR1 agonist cell count 20 µM 57.

Screening data deposited in PubChem by several laboratories.
